MLLE-PAM2 inh = blocks PAM2 peptide binding to the PABP1 MLLE domain; P11940; GST-MLLE / FITC-PAM2 fluorescence polarization; inhibition, % at 20 µM; 360,000 tested, 0.36% active; AID 588489; in the data active means inhibition above about 35%, passing the limit was not always enough;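 further: plate controls were DMSO wells with GST-MLLE for no effect and wells lacking GST-MLLE protein for full effect; some results filed as inactive read as strong as hits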
Target sequence (P11940 whole entry, looked up, the tested form may be a part): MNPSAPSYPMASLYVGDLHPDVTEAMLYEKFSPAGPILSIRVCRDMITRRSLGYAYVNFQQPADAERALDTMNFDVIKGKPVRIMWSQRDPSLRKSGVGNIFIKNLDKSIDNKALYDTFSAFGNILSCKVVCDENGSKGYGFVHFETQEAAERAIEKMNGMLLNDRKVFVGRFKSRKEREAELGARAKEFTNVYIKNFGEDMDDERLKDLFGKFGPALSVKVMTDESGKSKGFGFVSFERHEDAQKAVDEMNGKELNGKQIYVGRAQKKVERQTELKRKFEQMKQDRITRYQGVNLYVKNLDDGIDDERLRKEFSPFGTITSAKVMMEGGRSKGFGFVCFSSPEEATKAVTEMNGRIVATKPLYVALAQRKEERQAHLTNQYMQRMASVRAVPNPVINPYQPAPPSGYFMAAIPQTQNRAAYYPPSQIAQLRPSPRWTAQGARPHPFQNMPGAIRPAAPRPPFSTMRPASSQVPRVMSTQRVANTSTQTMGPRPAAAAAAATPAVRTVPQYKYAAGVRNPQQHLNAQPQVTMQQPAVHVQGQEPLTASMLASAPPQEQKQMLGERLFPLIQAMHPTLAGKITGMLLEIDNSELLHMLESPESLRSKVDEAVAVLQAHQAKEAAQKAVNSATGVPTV
Neddyl block = blocks human cullin neddylation. 360,000 tested, 0.58% active. P61081+Q13564. TR-FRET cullin neddylation, biochemical. AID 651699. calls only at 25 µM; in the data active means inhibition above about 36%
MT1-MMP act inh = blocks activation of human MT1-MMP; P50281; HT1080 RFP-PRO-GFP cells, GFP/RFP ratio fluorescence, overnight; percent of plate control window, DMSO zero; GFP/RFP ratio change, % at 20 µM; 360,000 tested, 0.061% active; AID 651647;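 active means GFP/RFP ratio change of at least 30% with cell ATP level not reduced by more than half and red fluorescence within 50% of control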; further: strong numbers were not always called active
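Assay system: HT1080 cells carrying an RFP-PRO-GFP reporter | Dosing: Single dose of 20 µM compound, 1% DMSO final | Incubation: Cells overnight before dosing, compound overnight, 37 °C, 5% CO2 | Evaluation: GFP/RFP fluorescence ratio | Control set: DMSO and RFP-L50D-GFP cell wells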
Rin1 Abl inh = human Rin1-Abl interaction inhibition; P00519+Q13671; TR-FRET Rin1/Abl binding, biochemical; inhibition, % at 7.35 µM; 360,000 tested, 0.4% active; in the data active means inhibition above about 5%, passing the limit was not always enough
CSN inh = inhibitors of human CSN-mediated cullin deneddylation | Q92905 | Purified CSN, SCF-Nedd8-OG deneddylation, fluorescence polarization | inhibition, % at 12.5 µM | 360,000 tested, 0.38% active;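 active means pattern-corrected inhibition above about 35%, with an unprinted fluorescence ratio check between 0.5 and 1.5, limit read from the data, passing the limit was not always enough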;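 further: 0% = enzyme with substrate and 100% = substrate without enzyme; some results filed as inactive read as strong as hits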
Target sequence (Q92905 whole entry, looked up, one chain of several): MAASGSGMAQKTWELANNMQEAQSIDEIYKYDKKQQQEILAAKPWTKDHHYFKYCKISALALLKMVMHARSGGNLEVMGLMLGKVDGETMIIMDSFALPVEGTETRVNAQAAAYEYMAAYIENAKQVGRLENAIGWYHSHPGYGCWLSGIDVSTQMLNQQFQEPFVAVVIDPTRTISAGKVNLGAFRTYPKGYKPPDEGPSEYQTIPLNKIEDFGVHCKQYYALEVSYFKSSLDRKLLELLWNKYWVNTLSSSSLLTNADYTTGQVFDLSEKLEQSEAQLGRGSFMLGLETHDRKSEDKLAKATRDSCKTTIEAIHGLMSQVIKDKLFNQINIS
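Material: purified human Csn5 enzyme expressed in HEK293T cells / Medium: Tris buffer pH 7.5, NaCl, DTT, Tween-20, trehalose, ovalbumin / Compound dosing: 12.5 µM single point / Schedule: 90 min incubation of compound, enzyme and substrate at room temperature / Signal: fluorescence polarization of the substrate / Control set: no-enzyme wells high, enzyme-with-substrate wells low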
FAS TE block = inhibitors of human fatty acid synthase thioesterase domain; P49327; recombinant FAS-TE, OMFH fluorogenic substrate, fluorescence endpoint; inhibition, % at 15 µM; 360,000 tested, 0.67% active; AID 602261;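 active means compounds whose normalised, plate-corrected inhibition of enzyme fluorescence in the single-dose primary screen is 50% or more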;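 further: 0% = DMSO with enzyme and 100% = substrate without enzyme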
SKN-1 inh = inhibitors of C. elegans SKN-1. C. elegans VP596 Pgst-4::GFP/RFP ratio, acrylamide-induced, 24 h. 360,000 tested, 0.49% active. inhibition, % at 21.8 µM;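 active means interference check ratio from 0.5 to 1.5 plus GFP to RFP signal ratio inhibition reaching or exceeding a fixed threshold, cut at about 30% in these data, passing the limit was not always enough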; further: some compounds called inactive have numbers as strong as hits
NadD inh = inhibitors of Staphylococcus aureus NadD; AID 602399; purified NadD enzyme, colorimetric absorbance read-out; 360,000 tested, 0.78% active; inhibition, % at 20 µM; in the data active means inhibition above about 26%; further: some compounds past the cut are filed as inactive
Rpn11 block = blocks the human proteasome subunit Rpn11 | 360,000 tested, 0.59% active | AID 588493 | calls only at 20 µM | human 26S proteasome, Ub4-pepOG fluorescence polarization; 20S core pre-blocked with epoxomicin;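 active means inhibition at 20 µM, scaled to each plate's controls, above about 33%, limit read from the data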
Starred values were filed as active, the others as inactive; i = inactive; nt = not tested or not shown; + = active, no number.

Values in the order: MLLE-PAM2 inh, Rpn11 block, MT1-MMP act inh, Neddyl block, CSN inh, NadD inh, Rin1 Abl inh, SKN-1 inh, FAS TE block
CC(C)(C)NC(=O)NC(=O)CN1CCN(c2cccc(Cl)c2)CC1
 : 7, i, 0, i, 3, -2, 2, 2, 7
CCOCCCNc1nc(C)nc2c1nnn2Cc1c(F)cccc1Cl
 : -2, i, 1, i, -1, 4, 5, 6, -1
O=[N+]([O-])c1ccc(-c2nc(Cl)c3c(n2)CCCC3)o1
 : -16, i, -5, i, -2, -2, 0, -4, -2
COc1ccc(N2CC(C(=O)NCCN3C(=O)S/C(=C\c4cccnc4)C3=O)CC2=O)c(OC)c1 (centres undefined)
 : -18, i, 0, i, -2, -3, -4, 9, -5
CSCCC(NC(=O)c1ccccc1)C(=O)N1CCCCCCC1 (centres undefined)
 : 9, i, 2, i, 3, -4, 4, -7, -7
COC(=O)c1cccc(NC(=S)NCc2ccc(Cl)cc2)c1
 : -20, i, 6, i, 0, -7, -1, 10, 18
COc1ccc(NC(C)=O)cc1NC(=O)CSc1nnc(C2CCCCC2)n1N
 : 2, i, 2, i, -1, -1, -1, 12, -4
Cc1sc2nc(SCC(=O)NCc3ccco3)n(CCc3ccccc3)c(=O)c2c1C
 : -3, i, 12, i, 4, 6, -5, -15, 3
COc1cc2[nH]c(C)c(-c3ccccc3)c(=O)c2cc1Cl
 : nt, nt, 0, i, -2, 1, nt, 15, -5
O=C(c1ccc2oc(CCc3ccccc3)nc2c1)N1CCC(O)CC1
 : -11, i, 1, i, -1, 0, 0, 12, -8

New compounds follow.
Values in the order: MLLE-PAM2 inh, Rpn11 block, MT1-MMP act inh, Neddyl block, CSN inh, NadD inh, Rin1 Abl inh, SKN-1 inh, FAS TE block
COC(=O)c1ccc(COC(=O)C2CC(O)CN2S(=O)(=O)c2ccc([N+](=O)[O-])cc2)cc1 (centres undefined)
 : -7, i, 3, i, -2, -2, -5, 9, 14
CS(=O)(=O)N1CCN(C(=O)c2csc3ccccc23)CC1
 : 16, i, 2, i, 9, -3, -3, 8, -6
CCC(=O)N1CCc2cc(S(=O)(=O)CCC(=O)NCCc3ccc(OC)c(OC)c3)ccc21
 : -17, i, 3, i, 9, 5, 1, 4, -5
N#CC(c1ccccc1F)(c1ncc(C(F)(F)F)cc1Cl)N1CCOCC1 (centres undefined)
 : 0, i, 6, i, -6, 4, 3, 21, 2
O=S(=O)(Nc1cccc2nsnc12)c1ccccc1
 : -20, i, -5, i, 3, -6, -2, 0, -8
Cc1ccc(NC(=O)CO/N=C(\N)c2nonc2N)cc1C
 : -1, i, 1, i, 0, 2, -2, 4, -12
Cn1nnnc1-c1cc(Cl)cc(Cl)c1
 : 6, i, -2, i, -10, 1, 2, 11, -1
Cc1noc(C)c1NC(=O)Nc1ccc2c(c1)C(=O)N([C@H](C)CO)C[C@H](C)[C@@H](CN(C)S(=O)(=O)c1c(C)noc1C)O2
 : 1, i, -5, i, -1, 2, 4, -1, -12
C=CCN1C(=O)C(C)(C)N(C(=O)c2cccc([N+](=O)[O-])c2)c2ccccc21
 : 9, i, 3, i, 1, -7, -1, -9, 10
COc1ccccc1Nc1nc(-c2cccc([N+](=O)[O-])c2)nc2ccccc12
 : -6, i, 0, i, -5, 5, -3, -26, 17

Next section.
Values in the order: MLLE-PAM2 inh, Rpn11 block, MT1-MMP act inh, Neddyl block, CSN inh, NadD inh, Rin1 Abl inh, SKN-1 inh, FAS TE block
Cc1ccc(/C=C2\C(=N)N3N=C(CC(=O)N4CCCCC4)SC3=NC2=O)cc1
 : 6, i, -2, i, 2, 4, 2, 7, -2
Cn1cnnc1SCC(=O)Nc1c(F)cc(F)cc1Br
 : 3, i, 1, i, -2, -3, 3, 10, -11
CN=C1SC(CC(=O)Nc2cccc(Cl)c2Cl)C(=O)N1C (centres undefined)
 : -9, i, -6, i, -1, -8, 1, -14, -1
COC(=O)C1=C(C)NC2=C(C(=O)CCC2)C1c1cn(Cc2ccc(Br)cc2)nc1-c1ccccc1 (centres undefined)
 : -16, i, -4, nt, 1, 17, -9, 31, 17
CC1=C/C(=C(\c2ccc(O)c(C)c2)c2ccccc2S(=O)(=O)O)C=CC1=O
 : -1, i, -9, i, 1, -4, -4, 24, -2
CCN(CC)c1ccc(C2C3CCCCC3(O)CCN2C(=O)c2cccs2)cc1 (centres undefined)
 : 11, i, -8, i, -2, 5, -1, 12, 7
COc1ccc(C)cc1NC(=O)C1CCN(S(=O)(=O)c2ccccc2)CC1
 : 3, i, 2, i, 2, -5, 0, 8, 9
O=C(NCc1ccccc1Cl)c1csc(COCCO)n1
 : 8, i, 0, i, 5, 2, -2, -2, -4
CCN(c1ccccc1)S(=O)(=O)c1ccc(C(=O)Nc2ccc(C)cn2)cc1
 : 10, i, -6, i, -1, -3, 1, 11, 7
COCCCNC(=O)CCc1nc2cccnc2n1Cc1ccccc1
 : -2, i, -6, i, 4, -3, -1, -5, -6

New compounds follow:
Values in the order: MLLE-PAM2 inh, Rpn11 block, MT1-MMP act inh, Neddyl block, CSN inh, NadD inh, Rin1 Abl inh, SKN-1 inh, FAS TE block
COc1ccc(-c2ccc3c(c2)S(=O)(=O)c2cccc(C(=O)NCCOc4ccccc4Cl)c2C3=O)cc1OC
 : -11, i, 6, i, 65*, 12, 1, -1, -11
CC(C)CN(/C=N/c1sc2c(c1C#N)CCCCC2)CC(C)C
 : 16, i, -24, i, -1, 19, -3, 11, 14
COc1ccc(NC(=O)Nc2ccc3c(c2)C(=O)N([C@H](C)CO)C[C@H](C)[C@@H](CN(C)S(C)(=O)=O)O3)cc1
 : 13, i, 5, i, 3, 0, 4, 5, -10
O=C(O)CCN1C(=O)/C(=C/c2cn(-c3ccccc3)nc2-c2cccs2)SC1=S
 : -29, i, 5, i, 19, 31*, 1, 4, 1
CCN(CC)S(=O)(=O)c1ccc(C(=O)Nc2nnc(C(C)C)s2)cc1
 : -11, i, 6, i, -2, 5, -4, -8, -6
N/C(=N\c1nc2c(c(=O)[nH]1)CCC2)Nc1cccc2ccccc12
 : 1, +, 4, i, 16, 6, 2, 9, -1
O=C(COc1ccccc1)Nc1ccc2c(c1)nc1n2CCOC1
 : 4, i, 3, i, 2, -2, -1, 32, -8
COc1ccc(C(=O)c2cccc(C(=O)c3ccc(OC)c(C)c3)c2)cc1C
 : 6, i, 3, i, -3, -9, -2, 2, 25
O=C(Cc1cccc(NC(=O)C2CCCN(C(=O)C3CCCCC3)C2)c1)Nc1cccc(C(=O)N2CCOCC2)c1 (centres undefined)
 : 15, i, 3, i, 1, 2, 2, 10, -10
O=C1NCCCN1Cc1ccc(Cl)cc1
 : -3, i, -1, i, -2, -2, 2, -4, -4

Later entries:
Values in the order: MLLE-PAM2 inh, Rpn11 block, MT1-MMP act inh, Neddyl block, CSN inh, NadD inh, Rin1 Abl inh, SKN-1 inh, FAS TE block
O=C(NCCCN1CCCC1)c1ccc(CS(=O)(=O)c2c(Cl)cccc2Cl)o1
 : 2, i, 2, i, 4, -5, 2, -1, -4
O=C(Cn1cnc2ccccc2c1=O)c1ccccc1
 : 1, i, 1, i, -8, 1, 5, 26, -6
COc1ccc(C(=O)Nc2cccc(C(=O)N/N=C/c3ccc(OC)cc3OC)c2)cc1
 : -3, i, 1, i, 2, 20, -1, 9, 10
Cc1ccc(S(=O)(=O)NC2=NCN(C3CCCCC3)CN2)cc1
 : 2, i, 10, i, 3, -2, 2, 6, -3
COc1ccc(/C=C/CN2CCN(Cc3ccccc3)C(CCO)C2)cc1 (centres undefined)
 : 2, i, -2, i, -2, -4, 3, 1, -4
CC1(C(=O)Nc2nccs2)Cc2ccccc2C(=O)O1 (centres undefined)
 : -1, i, -2, i, 5, 3, -1, 10, -6
c1ccc(-c2ccccc2OCCn2cncn2)cc1
 : -2, i, -4, i, 5, 2, -1, 18, -1
COc1ccccc1CN1C[C@@H]2C[C@@H](c3cccc(C)n3)N3CCC[C@@]23C1=O
 : -9, i, 1, i, -3, 2, 4, 1, -8
CN(CC(=O)NNC(=O)CNC(=O)c1ccccc1F)S(=O)(=O)c1ccc(Cl)cc1
 : 2, i, 1, i, -1, -2, 3, -12, -1
O=C(/C=C/c1ccoc1)c1ccccc1O
 : -4, i, 1, i, 0, -5, -3, 12, -11

NadD inh, entries above that show a hit.
| compound | MLLE-PAM2 inh | Rpn11 block | MT1-MMP act inh | Neddyl block | CSN inh | NadD inh | Rin1 Abl inh | SKN-1 inh |
| --- | --- | --- | --- | --- | --- | --- | --- | --- |
| O=C(O)CCN1C(=O)/C(=C/c2cn(-c3ccccc3)nc2-c2cccs2)SC1=S | -29 | i | 5 | i | 19 | 31* | 1 | 4 |

Next section:
Values in the order: MLLE-PAM2 inh, Rpn11 block, MT1-MMP act inh, Neddyl block, CSN inh, NadD inh, Rin1 Abl inh, SKN-1 inh, FAS TE block
Cc1nc2ccccc2c(=O)n1/N=C/c1ccc2ccccc2c1O
 : -21, i, -4, i, 7, -1, -3, 8, 20
Cc1cc(NC(=O)c2cccc(S(=O)(=O)Nc3cccc(C(=O)O)c3)c2)no1
 : 3, i, -12, i, -7, 2, -2, -6, -1
Cc1csc(NC(=O)c2ccc(C)s2)n1
 : -1, i, -3, i, 5, 5, -2, 19, -8
CC(=O)c1c(C)[nH]c(C(=O)Nc2cccnc2)c1C
 : 5, i, -2, i, 0, 1, -1, -4, -2
Cc1ccc(CN2CCC(c3cc(-c4cccs4)n[nH]3)CC2)cc1
 : -3, i, 3, i, -1, -2, -2, 5, 1
CC1CN(c2nc3ccccn3c(=O)c2/C=C(\C#N)C(N)=O)CC(C)O1 (centres undefined)
 : -4, i, 0, i, 6, -2, -4, 0, -2
CCOC(=O)CNC(=O)CSc1nnc(-c2ccccc2)c(-c2ccccc2)n1
 : 0, i, 1, i, -4, -5, 0, 3, -1
COc1ccc(C(=O)OCC(=O)Nc2cc(C)c(C)cc2[N+](=O)[O-])cc1
 : 2, i, -1, i, -3, 5, -1, -2, 4
COc1ccccc1NC(=O)C/C(N)=N/OCC(=O)Nc1cccc(Cl)c1
 : -8, i, -1, i, 0, 1, 1, -6, -1
O=C(NCc1cccnc1)c1cc(C2CCCCN2S(=O)(=O)c2ccccc2)on1 (centres undefined)
 : 4, i, 0, i, -5, 3, 0, 15, -7

Later entries:
Values in the order: MLLE-PAM2 inh, Rpn11 block, MT1-MMP act inh, Neddyl block, CSN inh, NadD inh, Rin1 Abl inh, SKN-1 inh, FAS TE block
Cc1ccc(CCNC(=O)C23CN(Cc4ccccc4)CC2C(c2ccc([N+](=O)[O-])cc2)=NO3)cc1 (centres undefined)
 : 16, i, 3, i, 0, 0, 0, 8, 22
COc1cccc(NC(=O)c2ccccc2Br)c1
 : -6, i, -1, i, -2, -3, 1, 7, -2
CCOC(=O)c1cc2sc(C)cc2n1CC(=O)N(CC)CC
 : -2, i, 2, i, -2, 5, -1, 0, -2
COc1ccc(Nc2ccc(C(=O)O)cc2[N+](=O)[O-])cc1
 : 7, i, 6, i, -1, 5, -4, 7, -1
O=C(CSc1nnc(-c2ccccc2)n1C1CCCCC1)N1CCCC1
 : 0, i, 3, i, -1, 0, 2, -2, -6

From PubChem
